GPR55 activation = GPR55 agonists via beta-arrestin recruitment, primary screen, imaging, U2OS cells, beta-arrestin-GFP redistribution (AID 1961) | 290,000 tested, 0.048% active | one-dose activation, % at 10 µM; EC50 in µM for titrated hits | U2OS GPR55 beta-arrestin-GFP redistribution imaging; higher % means a stronger effect | G-protein coupled receptor 55 (Homo sapiens);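 active = activation above 40% with more than 50 cells counted in the well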;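 note: U2OS osteosarcoma cells stably expressing GPR55 and beta-arrestin-GFP; plate controls were DMSO negative control for no effect and LPI positive control for full effect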
KOR beta-arrestin-1 = KOR antagonists, beta-arrestin recruitment, cell-based, luminescence, uHTS (AID 1778). inhibition, % at 10 µM; hits with a dose series show IC50 in µM. 290,000 tested, 0.091% active. KOR beta-arrestin recruitment, luminescence, antagonist mode; higher % means a stronger effect; note: strong numbers were not always called active
NOD1 NF-kB reporter = NOD1 signaling inhibitors, primary screen, cell-based, luminescence, uHTS (AID 1578); 290,000 tested, 1% active; NOD1-driven NF-kB luciferase reporter cells, luminescence; higher % means a stronger effect; inhibition, % at 4 µM; hits with a dose series show EC50 in µM; in the data active = inhibition mostly above about 36%, no sharp cut-off; inactive = mostly below about 34%;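 note: HEK-293T reporter cells stimulated with the NOD1 agonist gamma-tri-DAP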
HIV fusion peptide = inhibitors of HIV fusion peptide binding, primary screen, biochemical, uHTS, fluorescence dequenching (AID 1986). 290,000 tested, 0.3% active. one-dose inhibition, % at 20 µM; IC50 in µM for titrated hits. cell-free peptide binding, fluorescence dequenching, 30 min; higher % means a stronger effect; in the data active = inhibition mostly above about 52%, no sharp cut-off; inactive = mostly below about 76%; note: some results filed as inactive read as strong as hits
SV40 large T antigen = SV40 large T antigen inhibitors, biochemical (AID 1903); 310,000 tested, 0.39% active; SV40 large T antigen ATPase/helicase inhibition assay; higher % means a stronger effect; one-dose inhibition, % at 20 µM; IC50 in µM for titrated hits; in the data active = a potency from the dose series; note: strong numbers were not always called active
MgcRacGAP inhibition = MgcRacGAP GTPase-activating activity inhibitors, confirmation, biochemical, ADP Hunter fluorescence; inhibition, % at 30 µM, or IC50 in µM where a hit was titrated; AID 624330, 2012; 340,000 tested, 0.6% active; Rac GTPase-activating protein 1 (Homo sapiens); MgcRacGAP-stimulated Rac1 GTP hydrolysis, ADP Hunter fluorescence; higher % means a stronger effect; GST-tagged Rac1 F28L mutant substrate;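 active = first-screen hits whose inhibition reached a set limit at any dose in the follow-up dose series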;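 note: fluorescence reports GDP produced by GAP-driven GTP hydrolysis; strong numbers were not always called active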
HEK293 NOD2/NF-kB = NOD2 signaling inhibitors, cell-based, luminescence, uHTS, HEK293 (AID 1566); inhibition, % at 4 µM, or EC50 in µM where a hit was titrated; 290,000 tested, 0.63% active; HEK293 NOD2/NF-kB luciferase reporter, luminescence; higher % means a stronger effect; note: many of its hits are not listed in these tables
KOR beta-arrestin-2 = KOR agonists, beta-arrestin recruitment, primary screen, cell-based, luminescence, uHTS (AID 1777); KOR beta-arrestin recruitment, luminescence; higher % means a stronger effect; one-dose activation, % at 10 µM; EC50 in µM for titrated hits; 280,000 tested, 0.02% active; in the data active = activation above about 50%, passing the limit was not always enough; note: a part of the inactive calls stands beside numbers as strong as those of hits
GPR55 LPI antagonism = GPR55 antagonists blocking LPI-driven arrestin recruitment, primary screen, imaging, U2OS, beta-arrestin-GFP, LPI agonist (AID 2013). G-protein coupled receptor 55 (Homo sapiens). U2OS GPR55 beta-arrestin-GFP translocation imaging, LPI antagonism; higher % means a stronger effect. inhibition, % at 10 µM; hits with a dose series show IC50 in µM. 290,000 tested, 0.13% active;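 active = spots per cell inhibited over 60%, with over 100 cells counted and total cytoplasm intensity under 500,000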;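 note: U2OS cells stably carrying GPR55 and arrestin-GFP stimulated by 5 µM LPI near EC80; imaged beta-arrestin-GFP aggregate spots per cell after agonist stimulation; plate controls were LPI-stimulated DMSO wells for no effect and DMSO wells without LPI for full effect; some results filed as inactive read as strong as hits; confirmed hits need IC50 under 10 µM and bright autofluorescent wells are also inconclusive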
An asterisk follows results filed as active; · = not tested or not shown; [ ] = dose if it differs, or a comment. Cut-off read from the data, not from the text of the source, unless noted: active = inhibition above about 50%; inactive = the rest. Only part of the results is shown. The share of hits here may be higher or lower than overall.

SMILES	GPR55 activation	KOR beta-arrestin-1	NOD1 NF-kB reporter	HIV fusion peptide	SV40 large T antigen	MgcRacGAP inhibition	HEK293 NOD2/NF-kB	KOR beta-arrestin-2	GPR55 LPI antagonism
COC(=O)c1cc(S(=O)(=O)N2CCCC2=O)c(Cl)cc1Cl	-0.2%	-1%[20 µM]	4%	1.6%	-6%	2%	3%	-5.3%	10%
CCC(O)(CC)C(=O)N(Nc1ccc(C)cc1)c1ccc(C)cc1	0.0%	-12%	-2%	-0.1%	0%	·	26%	-6.6%	-11%
Fc1cc(Br)ccc1COc1ccc(-c2nnco2)cc1	-0.1%	12%	-63%	0.8%	8%	6%	-31%	0.6%	11%
O=C(CN1C(=O)c2cccc3cccc1c23)NC1CCCC1	0.0%	8%	-13%	0.3%	18%	5%	1%	-2.7%	8%
CCOc1ccc(-n2c(N)c(C(=O)NCc3ccco3)sc2=S)cc1	0.0%	9%	2%	-1.1%	9%	7%	13%	3.2%	10%
CCOc1ccc(CCNC(=O)CS(=O)Cc2nc(-c3ccc(C)cc3)oc2C)cc1 (stereo not drawn)	-0.1%	-27%	-3%	1.4%	9%	-18%	12%	6.0%	-6%
CCOc1ccc2[nH]c(=O)c(CN(Cc3cccnc3)C(=O)Nc3ccccc3OC)cc2c1	-0.2%	2%	-5%	-0.7%	21%	12%	-4%	-0.2%	-10%
O=C1CCSc2cccc3cccc(c23)N1	0.3%	0%	-8%	-1.5%	10%	5%	10%	-0.1%	9%
O=C(NC1=NCCS1)c1cc(-c2ccccc2)nn1-c1ccccc1	-0.2%	5%	-13%	-0.1%	·	11%	11%	4.6%	0%
COc1ccc(Oc2cccc(Cl)c2CNC(=O)CCCC(=O)O)cc1	-0.4%	-2%	-2%	-2.1%	6%	·	-16%	·	-10%
CCOC(=O)COc1cnc2ccccc2n1	0.3%	0%	-13%	0.9%	5%	12%	10%	-3.0%	7%
OCC1CCCCN1C(=S)Nc1ccc(Cl)cc1Cl (stereo not drawn)	-0.1%	10%[20 µM]	-33%	-1.0%	1%	8%	-8%	0.3%	-4%
CCOC(=O)/C(C#N)=C(\N)C(C)C(=O)Nc1ccccn1 (stereo not drawn)	-0.2%	-4%	3%	-0.8%	2%	5%	17%	-0.8%	2%
Cc1cccc(NC(=S)NC2CCCCC2)n1	0.8%	-19%	-21%	0.1%	10%	13%	11%	-4.8%	6%
CC(Oc1ccccc1Cl)C(=O)N(Cc1ccco1)C1CCS(=O)(=O)C1 (stereo not drawn)	0.1%	-6%	-4%	3.5%	-4%	14%	-16%	-1.6%	4%
COc1ccc(C(=O)NCCC2=CCCCC2)cc1	0.2%	19%	11%	1.2%	6%	7%	-36%	6.1%	2%
O=C(CS(=O)(=O)Cc1ccccc1)N1CCN(Cc2ccc3c(c2)OCO3)CC1	0.2%	42%	-7%	-1.5%	3%	3%	1%	-2.5%	5%
CC(=O)Nc1cccc(/C(C)=N/NC(N)=S)c1	0.4%	-19%	4%	1.9%	3%	12%	8%	-3.5%	6%
CCOc1ccc(N(CC(=O)NCc2ccccc2)C(=O)CCC(=O)Nc2nccs2)cc1	-0.2%	-10%	-34%	0.3%	3%	3%	4%	-7.9%	4%
Cc1ccnc(N/C=C(\C#N)c2nc(-c3cccc(Br)c3)cs2)c1	15%	0%	-40%	150%	-2%	24%	-13%	0.2%	45%

Looked up above:
HEK293 NOD2/NF-kB, `Cc1ccnc(N/C=C(\C#N)c2nc(-c3cccc(Br)c3)cs2)c1` : -13%
KOR beta-arrestin-1, `CCOC(=O)/C(C#N)=C(\N)C(C)C(=O)Nc1ccccn1` (stereo not drawn) : -4%

The listing continues:
SMILES	GPR55 activation	KOR beta-arrestin-1	NOD1 NF-kB reporter	HIV fusion peptide	SV40 large T antigen	MgcRacGAP inhibition	HEK293 NOD2/NF-kB	KOR beta-arrestin-2	GPR55 LPI antagonism
C=C(C)[C@@H]1CCC2(C(=O)O)CC[C@]3(C)[C@H](CC[C@@H]4[C@@]5(C)CCC(=O)C(C)(C)[C@@H]5CC[C@]43C)[C@@H]12 (stereo partly drawn)	0.1%	-30%	48%	4.4%	8%	6%	17%	0.1%	14%
Cc1cc(NC(=O)c2ccc(Cl)cc2)ccc1NC(=O)c1ccccc1Cl	-0.2%	-24%	-3%	1.7%	1%	5%	5%	-1.8%	1%
Cc1ccc(C(=O)N2CCN(C34CC5CC(CC(C5)C3)C4)CC2)o1	0.2%	-20%	-19%	2.2%	5%	8%	-8%	5.1%	-9%
Cc1ccc(-n2nc3cc(C)c(N)cc3n2)cc1	0.1%	-27%	-14%	14%	10%	8%	-145%	3.6%	-9%
O=C(c1ccc(Cl)cc1[N+](=O)[O-])N1CCc2ccccc2C1	0.2%	-35%[20 µM]	-40%	-1.5%	17%	10%	-2%	·	-8%
CCOc1ccc(N2C(=O)Nc3ccccc3C2(O)C(=O)NCc2ccc3c(c2)OCO3)cc1 (stereo not drawn)	0.2%	-9%	11%	-3.2%	1%	7%	5%	3.8%	3%
Cc1noc(C)c1C(=O)N1CCC2(CC1)Oc1ccc(F)cc1C(=O)C21CC(c2ccc(Cl)cc2)=NO1 (stereo not drawn)	-0.2%	21%	1%	-1.1%	0%	3%	13%	1.8%	3%
Cc1nn(CC(=O)c2cccc(Cl)c2)c(C)c1[N+](=O)[O-]	-0.1%	-5%	-15%	0.7%	5%	5%	9%	-5.8%	11%
CN1CCN(S(=O)(=O)c2cc(Cl)c(Cl)cc2Cl)CC1	-0.1%	-24%	49%	0.2%	-8%	3%	-3%	-0.8%	-3%
Cc1ccccc1NC(=O)Cn1nnc(S(=O)(=O)c2ccc(C(C)(C)C)cc2)c1N	1.4%	-7%	-37%	7.2%	22%	5%	-3%	4.1%	2%
COc1cc(C(=O)Nc2sc(C(=O)N3CCOCC3)c(C)c2C#N)cc(OC)c1OC	-0.2%	-17%	-7%	1.9%	15%	12%	22%	-4.6%	1%
CC(=O)N1CCN=C1SCc1cccc(Cl)c1	0.7%	-16%	-3%	0.1%	-2%	8%	17%	7.5%	9%
CCC(=O)N1CCN(c2ccc(NC(=S)NC(=O)c3cc4ccccc4o3)cc2)CC1	0.4%	-154%	-2%	-0.4%	2%	7%	23%	1.7%	-13%
COc1ccc(N2C(=O)CC(N(Cc3ccco3)C(=O)CCC(=O)O)C2=O)cc1 (stereo not drawn)	0.0%	-19%[20 µM]	-14%	-0.6%	23%	-11%	-2%	-0.5%	-3%
CCOC(=O)N1CCN(Cc2ccccc2Cl)CC1	-0.4%	26%	-9%	2.0%	7%	17%	-4%	-5.0%	-2%
CS(=O)(=O)N1CCCC(C(=O)c2cccc(Cl)c2)C1 (stereo not drawn)	-0.3%	20%	7%	0.4%	0%	6%	-14%	3.6%	3%
Cc1[nH][nH]c(=O)c1C=NCc1cccs1	0.3%	-14%	-31%	-0.6%	16%	4%	17%	-1.0%	3%
Cc1ccc(Cn2cnc3sc4c(c3c2=O)CCC4)c(C)c1	-0.2%	-41%	-27%	-1.0%	9%	6%	3%	1.5%	6%
CCOCCCNC(=O)c1cn(CC(C)C)c(=O)c2c1c1ccccc1n2C	-0.1%	-16%	0%	1.1%	6%	-7%	8%	-2.8%	2%
Cn1c(-c2ccc(-c3ccccc3)cc2)c[nH]c1=S	-0.2%	-28%	-58%	-0.4%	25%	16%	-64%	3.1%	8%
Nc1nc(Nc2ccccc2Cl)cc(=O)[nH]1	0.0%	13%	-9%	0.9%	11%	8%	15%	-0.1%	15%
COc1cc(C(=O)N2CCc3ccccc32)cc(OC)c1OC	0.1%	-58%[20 µM]	12%	2.1%	15%	9%	5%	6.2%	23%
Cc1[nH]n(C(N)=S)c(=O)c1N=Nc1ccc(Cl)cc1Cl	0.3%	34%	-5%	22%	20%	7%	-44%	-2.8%	4%
COc1cc(CN2CCC(C(=O)N3CCN(c4ccccc4F)CC3)CC2)ccc1O	0.3%	1%	-49%	0.7%	7%	110µM*	10%	-4.6%	2%
COc1ccc(/C=N/NC(=O)c2cnccn2)c(OC)c1OC	-0.1%	6%	-9%	1.6%	10%	9%	-7%	-4.4%	9%
CCn1c(SCC(=O)Nc2nccs2)nnc1-c1cccnc1	0.1%	2%	-9%	0.1%	0%	4%	10%	-3.4%	6%
Cc1cc(=O)c(C(=O)O)nn1-c1ccccc1[N+](=O)[O-]	-0.2%	-14%	-18%	-1.4%	15%	-2%	-7%	-1.3%	5%
Cn1c(=O)c2c(nc(SC3C(=O)CC(C)(C)CC3=O)n2C)n(C)c1=O	0.2%	-40%	-18%	-2.1%	·	3%	-5%	6.4%	0%
COc1ccc(-n2c(-c3ccc(C)cc3)n[nH]c2=S)cc1	-0.3%	-31%	7%	-0.1%	3%	9%	-6%	1.6%	-3%
COc1cccc(/C=C/C(=O)OCC(=O)Nc2cccc(S(=O)(=O)N3CCCCC3)c2)c1OC	-0.3%	-19%	-16%	1.6%	1%	13%	3%	9.5%	7%
O=C(NC1CCCCCCC1)C1CCN(S(=O)(=O)N2CCC3(CC2)OCCO3)CC1	-2.3%	9%	12%	0.4%	1%	2%	24%	0.4%	21%
Clc1cc(Cl)cc(Nc2ncn[nH]2)c1	-0.3%	20%	-26%	2.6%	0%	6%	1%	2.5%	-5%

Entries above that have an NH in an aromatic ring:
SMILES	GPR55 activation	KOR beta-arrestin-1	NOD1 NF-kB reporter	HIV fusion peptide	SV40 large T antigen	MgcRacGAP inhibition	HEK293 NOD2/NF-kB	KOR beta-arrestin-2	GPR55 LPI antagonism
CCOc1ccc2[nH]c(=O)c(CN(Cc3cccnc3)C(=O)Nc3ccccc3OC)cc2c1	-0.2%	2%	-5%	-0.7%	21%	12%	-4%	-0.2%	-10%
Cc1[nH][nH]c(=O)c1C=NCc1cccs1	0.3%	-14%	-31%	-0.6%	16%	4%	17%	-1.0%	3%
Cn1c(-c2ccc(-c3ccccc3)cc2)c[nH]c1=S	-0.2%	-28%	-58%	-0.4%	25%	16%	-64%	3.1%	8%
Nc1nc(Nc2ccccc2Cl)cc(=O)[nH]1	0.0%	13%	-9%	0.9%	11%	8%	15%	-0.1%	15%
Cc1[nH]n(C(N)=S)c(=O)c1N=Nc1ccc(Cl)cc1Cl	0.3%	34%	-5%	22%	20%	7%	-44%	-2.8%	4%
COc1ccc(-n2c(-c3ccc(C)cc3)n[nH]c2=S)cc1	-0.3%	-31%	7%	-0.1%	3%	9%	-6%	1.6%	-3%
Clc1cc(Cl)cc(Nc2ncn[nH]2)c1	-0.3%	20%	-26%	2.6%	0%	6%	1%	2.5%	-5%

Screening data: PubChem, several laboratories
